EphB4 ephrin blk – EphB4-ephrin-B2 interaction antagonism. P54760. EphB4 LBD / TNYL-RAW-Alexa532 peptide, fluorescence polarization. inhibition, % at 7 µM. hit rate 0.15% among 97,000;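 active = inhibition above the screen-wide mean inhibition plus 3 SD, cut at about 15% in these data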;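 also: 0% = DMSO wells and 100% = excess unlabeled TNYL-RAW peptide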
PTPN22 act – LYP (human) phosphatase activation | recombinant LYP, DiFMUP fluorescence; 0 = plate median, 100 = signal doubled | activation, % at 2 µM | hit rate 0.11% among 96,000 | Q9Y2R2 | AID 697;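 active = activation at 2 µM above a set limit, the mean plus 5 SD, cut at about 37% in these data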
Target sequence (Q9Y2R2 whole entry, looked up): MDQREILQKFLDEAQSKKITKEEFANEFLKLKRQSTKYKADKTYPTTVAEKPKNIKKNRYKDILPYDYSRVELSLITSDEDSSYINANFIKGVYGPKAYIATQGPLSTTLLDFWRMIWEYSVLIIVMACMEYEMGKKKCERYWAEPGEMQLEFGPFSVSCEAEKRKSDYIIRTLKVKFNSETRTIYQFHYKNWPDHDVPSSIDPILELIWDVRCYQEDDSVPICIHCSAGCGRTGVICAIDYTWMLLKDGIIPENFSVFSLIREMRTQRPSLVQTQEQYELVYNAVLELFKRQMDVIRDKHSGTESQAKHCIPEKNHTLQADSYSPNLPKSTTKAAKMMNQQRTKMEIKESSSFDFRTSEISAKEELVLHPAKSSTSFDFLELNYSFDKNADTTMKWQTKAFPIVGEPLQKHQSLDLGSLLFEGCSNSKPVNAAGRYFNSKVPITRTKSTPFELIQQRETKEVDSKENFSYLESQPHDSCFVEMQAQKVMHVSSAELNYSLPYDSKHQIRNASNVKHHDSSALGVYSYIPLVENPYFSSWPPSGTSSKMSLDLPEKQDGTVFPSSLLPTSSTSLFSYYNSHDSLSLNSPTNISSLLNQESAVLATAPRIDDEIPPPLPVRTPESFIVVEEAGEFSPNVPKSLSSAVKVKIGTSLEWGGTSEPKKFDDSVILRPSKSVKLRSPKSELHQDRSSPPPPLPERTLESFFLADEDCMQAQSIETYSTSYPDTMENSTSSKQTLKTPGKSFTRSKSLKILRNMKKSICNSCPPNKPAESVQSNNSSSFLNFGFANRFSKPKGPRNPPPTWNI
LYP inh 2 – LYP (human) phosphatase inhibition; recombinant LYP catalytic domain, DiFMUP fluorescence; inhibition, % at 2 µM; hit rate 0.21% among 96,000; Q9Y2R2;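 active = inhibition at 2 µM at or above a set limit, the screen mean plus 3 SD, cut at about 24% in these data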;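 also: 0% = DMSO with enzyme and 100% = enzyme fully blocked by orthovanadate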
PLK1 PBD inh – inhibitors of human Plk1 polo box domain binding | Plk1 PBD phosphopeptide binding, fluorescence polarization | inhibition, %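 (tested at about 20 µM)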 | hit rate 0.13% among 97,000 | AID 693; in the data active = inhibition above about 34%, passing the limit was not always enough
PLK1 inh – blocks human PLK1 kinase activity | P53350 | recombinant PLK1 kinase, TR-FRET peptide phosphorylation | inhibition, % at 10 µM | hit rate 0.53% among 97,000;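 active = inhibition of 50% or more in the single-concentration screen; inactive = inhibition below 50%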;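 also: 0% = DMSO max control and 100% = H-89 dihydrochloride min control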
PTK2B oligo ant – antagonists of human Pyk2 oligomerization. hit rate 0.83% among 99,000. AID 1347419. z-score (the deposit names both 25 µM and 10 µM). Q14289. Q293 cells, Pyk2 FERM NanoBiT luminescence; active compounds read low;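 active = Z-score of -3 or lower, scaled per plate to the spread of control and sample wells; inactive = z-score above -3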;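 also: negative z-score means lost luminescence so less FERM oligomerization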
F-actin modifier – cytoskeleton assembly modification; HUVEC TNFa F-actin phalloidin imaging, high content; inhibition, % at 2 µM; hit rate 0.18% among 91,000; AID 836;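 active = inhibition above the batch mean plus 3 SD and confirmed as a hit by visual image inspection, cut at about 30% in these data, passing the limit was not always enough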; also: strong numbers were not always called active
FAK blocker – blocks human focal adhesion kinase activity; Q05397; hit rate 0.84% among 97,000; biochemical FAK kinase activity assay; inhibition, %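 (tested at 7 µM)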; in the data active = inhibition above about 19%;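 also: 0% = DMSO and 100% = reference compound high control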
HIV Rev-RRE inh – HIV Rev-RRE protein-RNA interaction inhibition | P05866 | Rev peptide-RRE RNA binding, FRET | inhibition, % at 8 µM | hit rate 0.79% among 97,000;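 active = inhibition above the screen-wide mean plus 3 SD, cut at about 35% in these data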;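 also: 0% = median DMSO wells and 100% = median Neomycin B control wells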
Target sequence (P05866 whole entry, looked up): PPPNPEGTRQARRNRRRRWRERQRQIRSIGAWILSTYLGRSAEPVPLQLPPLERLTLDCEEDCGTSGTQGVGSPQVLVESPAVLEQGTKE
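Test system: Cy5-tagged RRE RNA duplex with fluorescein-tagged Rev peptide | Read-out: % inhibition of FRET ratio versus controls | Probe or stimulus: Labelled Rev peptide | Incubation: 5 min RNA-compound premix plus 15 min binding step, 25 °C | Technique: FRET fluorescence readout | Benchmarks: DMSO low control, neomycin B high control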
Numbers without * were called inactive; / = no result given; & = joins results of further samples; [ ] = dose if it differs, or a comment.

SMILES	EphB4 ephrin blk	PTPN22 act	LYP inh 2	PLK1 PBD inh	PLK1 inh	PTK2B oligo ant	F-actin modifier	FAK blocker	HIV Rev-RRE inh
Cc1cccc(NC(=O)CC2S/C(=N/c3nccs3)N(C)C2=O)c1 (stereo not given)	-1	-3	5	-10	-34	-0.42	-3	0	-5
O=C(NC12CC3CC(CC(C3)C1)C2)c1ccc(S(=O)(=O)N2CCOCC2)cc1	-8	-2	-1	-13	-6	0.79	-28	-3	2
COc1cccc(OC(C)c2ccnc3nc(/N=C/N(C)C)nn23)c1 (stereo not given)	4	-4	7	19	-13	0.05	-7	-3	3
CCCCOC(=O)C1=C(C)Nc2nnnn2C1c1ccc(OC)c(OC)c1OC (stereo not given)	-5	-7	5	-17	-11	-2.4	20	2	13
CCOC(=O)N1CCN(CC(O)COCc2ccccc2)CC1 (stereo not given)	-3	-1	5	-12	-6	-1	-4	0	0
COc1cc2cc(C(c3nnnn3C(C)(C)C)N3CCc4ccccc4C3)c(=O)[nH]c2cc1OC (stereo not given)	-4	-3	2	-14	1	-1	51	-2	11
CCOC(=O)c1ccc(NC(=O)CSc2n[nH]c(-c3ccncc3)n2)cc1	3	10	-12	-15	-3	-0.56	3	1	2
CCCCCn1ccc(=N)cc1	2	-9	12	-8	-4	0.6	16	-2	8
Cc1ccc(OCc2nc(-c3ccc(-n4cccc4)cc3)no2)cc1C	1	0	-1	-5	-25	/	-14	5	4
N#Cc1c(SCC(=O)N2CCOCC2)nsc1SCC(=O)N1CCOCC1	0	-2	-1	-4	-10	-0.22	1	0	3
Cn1c(CCN2CCCCCC2)nc2cc(NC(=O)Nc3ccccc3)ccc21	12	-10	9	-8	3	0.19	-13	22*	8
CCOc1ccc(N2CC(C(=O)Nc3ccccc3OC)CC2=O)cc1 (stereo not given)	-6	7	-10	6	-10	/	-15	-6	-2
Cc1ccc(NC(=O)/C(=C\c2ccc([N+](=O)[O-])cc2)NC(=O)c2ccccc2)cc1	1	-2	4	-17	-3	-1.7	/	-1	10
Cc1ccc2nc(NC(=O)CSc3nc4ccccc4o3)sc2c1	4	-5	5	-9	-11	1.5	6	-1	13
CCCCCn1c(SCC(=O)OCC)nc2cc(C(=O)NCc3ccco3)ccc2c1=O	8	-3	0	-20	-4	-0.76	-19	4	8
O=C(Cn1nc(-c2ccccc2)c2ccccc2c1=O)Nc1ccc2c(c1)nc1n2CCOC1	-3	-12	12	12	-7	-1.4	-3	-1	3
CC(C)N(CCn1c(=S)[nH]c2ccccc2c1=O)C(C)C	2	1	-2	-37	-9	-0.12	-22	-3	8
COc1ccc(C2OC(=O)CC2C(=O)NC2CCCCCC2)cc1OC (stereo not given)	7	-5	6	-2	-1	0.7	-1	21*	6
O=C(Cn1c(=O)sc2ccccc21)NCCOc1ccccc1F	-6	0	3	16	-9	-0.66	-11	10	6
CC(=O)C1C(=O)CC(C)(O)C(C(C)=O)C1c1ccc(N(C)C)cc1 (stereo not given)	0	2	-3	-24	-7	-0.71	9	0	4
COc1ccc(C2c3sc(=O)[nH]c3SC3C4CCC(C4)C23)cc1 (stereo not given)	2	-11	7	3	-11	-0.53	-15	0	13
Fc1cccc2sc(Nc3nnc(-c4ccco4)o3)nc12	0	10	-9	-15	-3	-0.28	0	-5	5
COc1ccc(S(=O)(=O)N(C)c2ccc(C(=O)N3CCOCC3)cc2)cc1OC	-1	7	-10	-5	-7	0.7	1	2	0
COc1ccc2c(c1)C=CC1(O2)N(CCO)c2ccccc2C1(C)C (stereo not given)	-4	-4	1	-5	-14	0.21	3	1	14
O=C1C2C3C=CC(C3=C(c3ccccc3)c3ccccc3)C2C(=O)N1Cc1ccccc1 (stereo not given)	-6	7	-8	37	-5	1.4	2	1	4
SMILES	EphB4 ephrin blk	PTPN22 act	LYP inh 2	PLK1 PBD inh	PLK1 inh	PTK2B oligo ant	F-actin modifier	FAK blocker	HIV Rev-RRE inh
CCCCN(CC)CCNc1c(N2CCN(C(=O)OCC)CC2)c(=O)c1=O	1	-4	3	1	-13	0.62	28	-8	6
Cc1cccc(-n2nc3c(c2NC(=O)c2ccc(S(=O)(=O)N4CCOCC4)cc2)CSC3)c1C	4	-7	5	-20	10	1.4	10	10	-3
N#C/C(=C(\O)CCl)c1nnc2n1CCCCC2	-5	3	-7	-1	7	0.82	2	0	5
CCC(OC(=O)C1=Cc2ccccc2OC1)C(=O)NC1CCCC1 (stereo not given)	-7	-2	0	-5	-10	-0.05	-38	-4	-1
O=C(c1cccs1)N1CCN(S(=O)(=O)Cc2ccccc2)CC1	-4	5	-6	6	-9	-0.25	-4	-2	6
CN1CCN(C(=O)c2cn(C)c3ccc(S(=O)(=O)N(C)C4CCCCC4)cc3c2=O)CC1	4	0	-2	-10	11	/	14	4	6
CC1=CC(C)=Nc2ccc(C)cc2N1	3&-3	-4&9	3&-8	-3&-1	-5&22	0.67&0.23	18&4	0&0	10&8
CCOC(=O)c1c(-c2cccc([N+](=O)[O-])c2)csc1NC(=O)C1CCCCC1	-5	/	/	-29	-4	0.39	/	-5	12
Cc1ccc(N(C(C)C(=O)O)S(=O)(=O)c2cccnc2)cc1 (stereo not given)	/	5	-7	-3	-11	/	11	/	/
COc1ccc(NC(=O)C2CCN(C(=O)c3cccs3)CC2)cc1OC	6	-3	6	-19	-12	0.72	-5	-2	13
Cc1ccc(C(C)C)c(OCCCN2CC(C)OC(C)C2)c1 (stereo not given)	-2	-3	3	-7	-4	-0.11	-6	0	0
CC(C)CC1(C)NC(=O)NC1=O (stereo not given)	-7	12	-14	5	-6	2.5	0	1	4
COc1ccccc1NC(=O)Cc1csc(NC(=S)Nc2ccc(C)cc2)n1	-9	1	1	23	-10	-0.91	2	-7	-3
COc1ccc(-c2c(C)n([O-])c3c([n+]2=O)CCC3)cc1OC	-7	-9	8	10	-4	0.75	-8	1	2
CCOC(=O)CN(C(=O)CSc1nnc2c(n1)[nH]c1ccc(F)cc12)c1ccccc1	-5	-3	5	-7	-4	-1.8	-15	-1	7
O=C(CC(c1ccco1)C1CCCCC1=O)c1ccco1 (stereo not given)	0	-3	0	5	-6	1.8	28	2	7
Cc1ccc(Cn2cccc(-c3nc4ccccc4s3)c2=O)cc1	2	-1	4	1	-8	-0.7	-2	2	-6
CC(=O)c1cc(NC(=O)c2cccc(C(F)(F)F)c2)c(=O)oc1/C=C/N(C)C	-1	-1	4	-40	-3	0.4	-8	0	127*[fluorescence artefact?]
CNC(=S)N1N=C(c2ccccc2)CC1c1ccc(Br)cc1 (stereo not given)	-6	1	2	10	-12	0.14	0	0	-1
COC(=O)Cc1cc(=O)oc2cc(OC)ccc12	1	2	4	-31	-11	-0.33	26	1	6
CCOC(=O)Cn1c(C)c(Br)c(=O)c2cccc(C)c21	-4	1	-2	6	-10	-0.01	-15	1	15
O=C(Nc1cccc(-c2nc3cccnc3s2)c1)c1ccco1	8	-3	4	15	-11	-1.3	-19	2	9
CCOc1ccc(N(CC(=O)NC2CCCC2)S(=O)(=O)c2c(C)noc2C)cc1	-5	-4	2	-17	-12	/	10	2	6
COc1ccc(-c2cn3c(C)c(C(=O)NCCN4CCOCC4)sc3n2)cc1	-6	0	0	-15	-14	0.83	15	1	3
COc1cc2nc(COc3ccc(C#N)cc3)n(CC#N)c(=O)c2cc1OC	-8	1	-1	-5	-9	0.34	7	-3	5
SMILES	EphB4 ephrin blk	PTPN22 act	LYP inh 2	PLK1 PBD inh	PLK1 inh	PTK2B oligo ant	F-actin modifier	FAK blocker	HIV Rev-RRE inh
CCOC(=O)c1sc2ncn(C(CC)C(=O)OC)c(=O)c2c1C (stereo not given)	0	-2	2	1	-11	-0.79	48	-4	4
COc1ccc(CCCc2nnc(SCC(=O)Nc3nccs3)n2C)cc1C	-2	-2	-3	6	24	0.51	0	0	8
Cc1ccc(S(=O)(=O)c2c(COC(=O)c3ccccc3Cl)c(-c3ccccc3)nn2C)cc1	4	0	1	10	-14	-1.8	6	-1	12
COc1ccccc1CNc1ccc(C(=O)O)cc1	3	4	-4	19	-1	-0.2	-22	0	-3
CCOC(=O)/C(C#N)=C1/CCCCCN1C	-15	8	-9	-10	-3	0.3	-8	3	-2
Nc1nc(CSc2ncn(-c3ccccc3)n2)cs1	7	-4	3	1	-11	1.4	-5	1	7
Cc1cc(N)ccc1S(C)(=O)=O	0	2	-2	-16	-1	1.9	6	1	10
CCOC(=O)Nc1ccc2c(c1)Sc1ccccc1N2C(=O)CCN1CCOCC1	3	-12	9	14	5	0.07	-1	0	5
Cc1cc(C)nc(SCC(=O)NC2=NN=C(c3ccc(Br)cc3)CS2)n1	-5	-12	15	24	-8	-0.59	9	-2	-5
CCOC(=O)N1CCC(NC(=O)C2CCCCN2S(=O)(=O)c2ccc(F)cc2)CC1 (stereo not given)	2	-7	7	5	-8	/	19	1	0
Cc1ccc(NC(=S)N2CCN(Cc3ccc4c(c3)OCO4)CC2)c(C)c1	-10	0	-2	-30	3	1.9	-14	-5	-6
OCCn1c(SCCOc2ccccc2)nc2ccccc21	8	6	-6	-12	-8	-0.45	-1	-1	3
Cc1ccccc1OCC(=O)N(Cc1ccc(N(C)C)cc1)C1CCS(=O)(=O)C1 (stereo not given)	0	12	-12	-11	-15	0.32	17	-8	0
O=C(O)CSc1ncnc2sc3c(c12)CCC3	-6	-11	13	0	-4	-0.99	-31	0	2
O=C1CC(=O)C(n2cncn2)C(c2cccc(Cl)c2)C1 (stereo not given)	6	-4	7	-17	-8	-0.28	-3	-2	6
COC(=O)c1ccccc1NC(=O)c1ccc(NS(C)(=O)=O)cc1	3	-13	9	-22	-4	-0.48	4	2	-1
Cc1ccc(O)c(CNn2cnnc2)c1	-3	0	-3	-5	12	0.56	9	-2	-4
O=c1ccc2cc(S(=O)(=O)Nc3ccc(F)cc3)ccc2o1	6	-9	6	-9	-12	-0.08	6	2	6
N#Cc1nc(COc2ccc(Cl)cc2)oc1N1CCCC1	12	-7	8	-6	-5	-2.1	-8	-7	4
CCc1nc2ccccc2n1CC(C)C(=O)O (stereo not given)	3	8	-7	-21	-7	-0.02	6	0	9
O=C(CN(Cc1ccco1)C(=O)c1cc(=O)[nH]c2ccccc12)Nc1ccccc1C(F)(F)F	2	-8	6	6	-4	-0.27	-10	-4	6
CCCCOC(=O)Nc1ccc(C(=O)OCCC)cc1	5	-6	5	-2	-4	-1.8	/	1	11
COC(=O)Cn1cnc2c(nnn2-c2ccc(C)cc2)c1=O	3	-2	-2	14	4	-0.02	18	-2	6
C=CCSc1nc2sc(-c3ccccc3)cc2c(=O)n1N	-3	-6	8	24	4	-0.28	15	-1	14
Cc1cccc(C(=O)NNC(=O)c2ccc(-c3ccccc3)cc2)c1	0	8	-5	-11	-7	1.4	-1	14	8
COc1ccccc1-c1nnc(SCC(=O)NC2CCCCC2)o1	-7	-1	-1	-14	-9	/	-14	-1	-1
CC(=O)c1c(C)nn(CC(O)Cn2c3c(c4cc(C)ccc42)CCCC3=O)c1C (stereo not given)	-1	5	-7	21	-7	-0.85	7	1	-1

Pulled by compound from the entries so far, 5 records:
SMILES	EphB4 ephrin blk	PTPN22 act	LYP inh 2	PLK1 PBD inh	PLK1 inh	PTK2B oligo ant	F-actin modifier	FAK blocker	HIV Rev-RRE inh
Cc1ccccc1OCC(=O)N(Cc1ccc(N(C)C)cc1)C1CCS(=O)(=O)C1 (stereo not given)	0	12	-12	-11	-15	0.32	17	-8	0
CCOC(=O)/C(C#N)=C1/CCCCCN1C	-15	8	-9	-10	-3	0.3	-8	3	-2
COc1ccccc1CNc1ccc(C(=O)O)cc1	3	4	-4	19	-1	-0.2	-22	0	-3
N#Cc1nc(COc2ccc(Cl)cc2)oc1N1CCCC1	12	-7	8	-6	-5	-2.1	-8	-7	4
CCOC(=O)Nc1ccc2c(c1)Sc1ccccc1N2C(=O)CCN1CCOCC1	3	-12	9	14	5	0.07	-1	0	5

Assay outcomes deposited in PubChem by several laboratories.
